CCT modulator – modulators of cytosolic chaperonin (CCT/TRiC) activity; 0.3% of 360,000 active; activity change, % (test concentration not listed), hits read low; AID 651819; purified chaperonin ATPase assay, HTRF ADP detection, 30 min; in the data active = activity change below about -30%; note: % is set by controls: 0 for no effect and ±100 for the full control effect
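TRiC (40 or 20 nM final, by batch activity) in 30 mM Tris pH 7.4, 100 mM KCl, 5 mM MgCl2, 1 mM DTT was treated with compound at 76 uM single dose, then 10 uM ATP, 30 min at 37 °C. ADP was read by HTRF Transcreener.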
EPAC2 antagonist – EPAC2 (human) antagonism; Q8WZA2; EPAC2 GEF exchange of Rap1B-BODIPY-GDP, fluorescence; Potency, µM (highest dose often 114 µM), for inactives: at the top dose activity, negative = inhibition, actives largely listed as inhibitors; 0.18% of 360,000 active; AID 720708; note: potency is the fitted concentration of half-maximal effect; % is set by controls: 0 for no effect and ±100 for the full control effect; nearly all actives have a fitted effect of over 45% in size; many of its hits are not listed in these tables
Target sequence (Q8WZA2 whole entry, looked up): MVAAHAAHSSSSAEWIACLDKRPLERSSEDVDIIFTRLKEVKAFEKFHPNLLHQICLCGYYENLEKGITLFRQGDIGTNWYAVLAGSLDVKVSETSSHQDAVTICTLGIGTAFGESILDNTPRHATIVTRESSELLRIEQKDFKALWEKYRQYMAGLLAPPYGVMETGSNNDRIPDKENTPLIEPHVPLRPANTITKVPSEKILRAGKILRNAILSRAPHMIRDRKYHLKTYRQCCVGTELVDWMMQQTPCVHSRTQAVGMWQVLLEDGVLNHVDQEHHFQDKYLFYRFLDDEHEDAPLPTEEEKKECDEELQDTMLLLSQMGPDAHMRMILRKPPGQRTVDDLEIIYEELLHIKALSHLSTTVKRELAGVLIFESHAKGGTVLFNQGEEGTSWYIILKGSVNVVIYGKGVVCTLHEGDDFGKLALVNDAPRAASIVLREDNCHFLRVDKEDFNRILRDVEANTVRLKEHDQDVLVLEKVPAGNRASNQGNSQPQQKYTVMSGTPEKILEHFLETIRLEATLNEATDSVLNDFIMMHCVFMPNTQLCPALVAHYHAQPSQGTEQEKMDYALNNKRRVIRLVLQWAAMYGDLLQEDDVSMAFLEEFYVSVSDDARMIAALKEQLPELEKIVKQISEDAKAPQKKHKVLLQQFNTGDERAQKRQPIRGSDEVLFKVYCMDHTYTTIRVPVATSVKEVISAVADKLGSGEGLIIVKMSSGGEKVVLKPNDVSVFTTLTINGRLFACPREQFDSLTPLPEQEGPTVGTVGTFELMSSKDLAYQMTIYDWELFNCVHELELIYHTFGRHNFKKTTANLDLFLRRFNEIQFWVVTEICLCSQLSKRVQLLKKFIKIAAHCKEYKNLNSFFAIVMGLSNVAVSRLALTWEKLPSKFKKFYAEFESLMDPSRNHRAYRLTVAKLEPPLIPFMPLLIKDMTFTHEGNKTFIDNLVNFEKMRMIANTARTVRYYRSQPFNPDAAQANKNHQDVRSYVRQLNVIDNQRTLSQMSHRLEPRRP
EPAC2 ag – activates human EPAC2 exchange factor; Q8WZA2; EPAC2 activation, biochemical qHTS; response scale: 100% = 6.5 mM cAMP response; Potency, µM (highest dose often 154 µM), for inactives: at the top dose activation, actives largely listed as activators; 0.079% of 360,000 active; AID 720711; note: potency is the fitted concentration of half-maximal effect; nearly all actives have a fitted effect of over 50% in size
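Fluorescence exchange assay: 100 nM EPAC2 with 250 nM RAP1B-BODIPY-GDP and 50 uM GDP; compounds tested as a concentration-titration series (qHTS). Loss of Rap1-bound BODIPY-GDP fluorescence read at 480/540 nm; data normalized to 6.5 mM cAMP.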
MmCpn inh – M. maripaludis TRiC chaperonin inhibition | purified Mm-Cpn ATPase, ADP Transcreener TR-FRET | Potency, µM (top dose mostly 76.9 µM), for the others: at the highest dose activity, negative = inhibition, hits mostly inhibitors | 0.031% of 330,000 active; note: potency is the fitted concentration of half-maximal effect; % is set by controls: 0 for no effect and ±100 for the full control effect; nearly all actives have a fitted effect of over 80% in size
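ATPase read-out: TR-FRET ADP immunoassay (anti-ADP Eu cryptate vs ADP-d2), ex 320 nm, em 590/665 nm; signal drops as ADP forms. Enzyme 25 nM, ATP 10 uM, 30 min at 37°C after 10 min compound preincubation.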
PTHR1 agonist – PTHR1 (human) receptor agonism; Q03431; HEK293 GP2 PTHR1 cells, GloSensor cAMP luminescence, 1 h; Potency, µM (highest dose often 115 µM), without a hit: at the highest dose activation, hits mostly activators; 0.075% of 410,000 active; note: potency is the fitted concentration of half-maximal effect; nearly all actives have a fitted effect of over 55% in size; some results filed as inactive show a strong effect at the top dose; inactives centre near -15; many of its hits are not listed in these tables
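HEK-293-derived GP2 cells expressing PTHR1 and a GloSensor cAMP reporter, 3,000/well, plated overnight, given luciferin plus IBMX (each 0.5 mM as added) for 1 h at 37 °C, then compound for 1 h at 37 °C. Luminescence was read after 15 min at room temperature.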
DRD3 agonist – activates the human D3 dopamine receptor | P35462 | D3R DiscoveRx beta-arrestin cells, luminescence, 90 min | max activation, % | 0.58% of 410,000 active | AID 652048; in the data active = max activation above about 30%; note: 0% is about no effect; mostly tested at two doses, the higher about 12 µM
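Agonist-mode cell screen: cells plated at 1500/well and incubated overnight at 37 °C, then exposed to library compounds for 90 min at 37 °C. Detection reagent was added for 30–60 min at room temperature, and luminescence was read.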
pAkt inh – blocks phosphorylation of Akt. Neuro2A IGF-stimulated pAkt S473 HTRF, 20 min; active compounds read low. 0.32% of 360,000 active. activity change, % for hits at 50 µM. AID 651550; in the data active = activity change below about -80%; inconclusive = mostly about -51% to -80%; note: % is set by controls: 0 for no effect and ±100 for the full control effect
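Neuro2A cells (4,500/well, DMEM with 0.5% FBS) were treated with compound at a single 50 µM final concentration, stimulated with 6 nM IGF for 20 min at 37 °C, and lysed. Phospho-Akt Ser473 was read by HTRF as 665/615 ratio ×10^4.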
DRD3 antagonist – antagonists of human D3 dopamine receptor | P35462 | D3R cells, DiscoveRx beta-arrestin luminescence, antagonist mode; active compounds read low | max response, negative = inhibition, % | 2.5% of 360,000 active | AID 652054; in the data active = max response below about -50%; inconclusive = no clear call, values can overlap the other calls; note: % is set by controls: 0 for no effect and ±100 for the full control effect; mostly tested at two doses, the higher about 12 µM
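Cells plated overnight at 1500 cells/well, then exposed to library compounds with dopamine controls for 90 minutes at 37 degrees C. DiscoveRx reagent added for 30–60 minutes at room temperature; luminescence read, quantitative HTS format.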
* hit, by the source's call; i = inactive; u = inconclusive; x = no result given; [ ] = remark or other dose. Unless noted, calls come from the whole dose curve; as a rule, active = well fitted curve in the direction sought with a large enough effect; inconclusive = small, poorly fitted or top-dose-only effect, or another doubt; inactive = no such curve, though single readings can be large; an effect the other way counts as inactive or inconclusive. Not all compounds are listed; rates above refer to the full screens.

SMILES	CCT modulator	EPAC2 antagonist	EPAC2 ag	MmCpn inh	PTHR1 agonist	DRD3 agonist	pAkt inh	DRD3 antagonist
COc1ccc(Cc2nc3ccc(C(=O)N4CCC(N(C)C)C4)cc3o2)cc1 (stereo not given)	-1.9	-1%	-4%	-2%	i	-3	i	4
COc1ccc(C(C(=O)NCc2ccccc2)N(Cc2ccco2)C(=O)c2snc(C(N)=O)c2N)cc1OC (stereo not given)	-3.8	-11%	6%	-1%	-11%	8	i	22
CCOC(=O)C1(Cc2ccc(OC)cc2)CCN(C(=O)CCc2cccnc2)CC1	1.0	-11%	4%	2%	-9%	9	i	-18
Cc1ccc(C2C(=O)N(C3CCCC3)CC(=O)N2CC2COc3ccccc3O2)cc1 (stereo not given)	1.7	7%	20%	-5%	-22%	-19	i	14
Nc1nnc(CC(=O)N/N=C/c2ccc(-c3ccccc3Cl)o2)s1	-2.2	-6%	1%	1%	-14%	-7	i	-3
CCOc1ccc(NC(=O)C2CC(=O)N(c3ccc4c(c3)OCCO4)C2)cc1OCC (stereo not given)	-3.6	-4%	-2%	-4%	i	8	i	7
Cc1ccc(CN2C(=O)C(C)Oc3ccc(C)cc32)cc1 (stereo not given)	-1.2	-29%	18%	x	-9%	-5	i	0
Cc1cc(S(=O)(=O)NCCN(C)C)c(C)s1	-6.0	-6%	-1%	-8%	i	2	x	31
Cc1cc(Br)c2[nH]cc(CCNC(=O)c3ccco3)c2c1	-3.1	-25%	12%	2%	-16%	2	i	6
O=C1CCC(C(=O)Nc2nnc(C3CC3)s2)=NN1	-4.1	3%	15%	-2%	-11%	-17	i	-11
O=C(Nc1ccccc1)Nc1ccc2c(c1)CCC2	-0.4	21%	15%	-1%	-13%	-5	i	-17
COc1ccc(-c2nnc(SCC(=O)NC3CCCCC3)o2)cc1	2.1	0%	-2%	1%	-16%	1	i	-5
CC(C)c1nc(SCC(=O)N2CCCc3ccccc32)c2c(=O)n(C)c(=O)n(C)c2n1	1.1	-24%	12%	2%	-54%[inhibitor]	9	i	49
CC(/C=C/c1ccccc1F)=N\NC(=O)c1ccc(Cl)cc1	-2.5	0%	21%	-8%	-12%	-11	i	-27
Cc1cccc(NC(=S)N(CCN2CCOCC2)Cc2ccccc2F)c1	-2.1	-28%	-1%	-27%	-5%	-13	i	-8
C[C@H](CO)N1C[C@H](C)[C@@H](CN(C)C(=O)Nc2ccccc2)Oc2ncc(-c3ccc(C#N)cc3)cc2C1=O	-1.3	3%	8%	x	-21%	-6	i	-9
CC(=O)Oc1ccc(C(=O)Nc2ccccc2C(=O)N2CCCC2)cc1	-3.3	-1%	3%	1%	29%	7	i	-8
COCCNC(=S)N1CCOCC1	-2.2	17%	5%	-3%	i	-1	i	-5
O=C(c1cccnc1)N1CCN(c2ccc(Cl)cc2)CC1	1.5	11%	7%	1%	u	-14	i	15
O=C(c1ccccc1)N1CCN(c2ncnc3c2cnn3-c2ccccc2)CC1	0.3	4%	0%	-1%	-36%[inhibitor]	-6	i	50
O=C(c1cccc(NS(=O)(=O)c2ccccc2)c1)N1CCCCC1	1.3	3%	-8%	1%	-11%	-5	i	9
CC(C)NS(=O)(=O)c1ccc(OCC(=O)N2CCc3ccccc3C2)cc1	-2.7	-3%	4%	2%	i	-2	i	11
COc1cc(C(=O)OC(C)C(=O)N2CCCC2)cc2c1OCCO2 (stereo not given)	4.6	-9%	7%	-1%	i	-8	i	-2
CCOC(=O)C1CCCN(C(=O)c2cc(-c3ccc(C)cc3)on2)C1 (stereo not given)	3.3	0%	7%	-1%	-52%[inhibitor][57.5 µM]	4	i	10
O=C(/C=C/c1ccc(Br)cc1)N1CCN(Cc2ccccc2)CC1	-1.1	-4%	18%	x	-11%	-7	i	7
Fc1ccc(-c2cc(-c3nnc4n3CCCCC4)c3ccccc3n2)cc1	-0.1	-3%	22%	1%	-32%[inhibitor]	1	i	-5
COc1ccc(C2N=C(Nc3ccc(C)cc3)Nc3nc(C)cc(=O)n32)cc1 (stereo not given)	-0.8	-14%	-14%	-1%	22%	1	i	1
Cc1noc(C)c1COc1ccccc1C(=O)NCCc1ccc(S(N)(=O)=O)cc1	-3.6	8%	2%	4%	i	8	i	6
Cc1ccc(C(=O)O/N=C(\N)c2ccc(C(F)(F)F)cn2)cc1	-2.1	2%	8%	0%	-24%	4	i	7
O=C(Nc1ccc(F)cc1)C1CCCN(C2=NS(=O)(=O)c3ccccc32)C1 (stereo not given)	-0.3	-3%	8%	-3%	-2%	15	i	8
CCc1nccn1CCC(=O)NC1CCCc2c1cnn2-c1ccc(F)cc1F (stereo not given)	1.2	-5%	7%	0%	i	0	i	3
CCC12C(=Nc3c(Cl)cccc31)C[C@@H]1CCN3C(=O)CCC[C@H]2[C@H]13 (stereo not given in full)	0.2	-7%	5%	x	i	-2	i	18
COc1ccccc1OCCNC(=O)CN1C(=O)NC2(CCCCC2)C1=O	-5.1	4%	5%	1%	-25%	7	i	8
CC(=O)Nc1c(Cl)cc2c(c1Cl)Cc1ccccc1-2	2.5	11%	-3%	x	-18%	18	i	5
C=CCn1c(COc2ccccc2F)nnc1SCC(=O)Nc1cc(C)on1	1.2	4%	-2%	-1%	i	4	i	4
O=C(ONC1=NCCCCC1)c1c(F)cccc1F	0.3	5%	0%	0%	-5%[57.5 µM]	2	i	12
Oc1ccc(NC(=S)N=Nc2c(O)[nH]c3ccc(Br)cc23)cc1	1.2	4%	7%	-10%	-16%	-12	i	-24
Oc1cccc(-c2nc3c4c(ncn3n2)-c2ccccc2CC42CCCC2)c1	-2.4	-10%	13%	-1%	i	83*	i	212
Cc1cn(C(=O)c2ccccc2)c(=S)n1-c1ccc(Cl)cc1	1.5	9%	11%	0%	i	-3	i	12
CC(/C=N/Nc1nc(C)cc(C)n1)=C\c1ccc(C(C)C)cc1	-2.3	-14%	19%	-1%	-22%	0	i	-14
Nc1nc(SCC(=O)Nc2cccc([N+](=O)[O-])c2)n[nH]1	-0.6	0%	5%	0%	i	-3	i	-2
NC(=O)C1(NC(=O)[C@@H]2CC3(CC(c4cccc(NC(=O)c5cc([N+](=O)[O-])cc([N+](=O)[O-])c5)c4)=NO3)CN2C(=O)c2ccccc2)CC1 (stereo not given in full)	-1.2	-8%	5%	1%	-11%	5	i	23
COc1ccc(OC)c(-n2c(=S)[nH]c3cc(C(=O)N(C)Cc4ccccc4)ccc3c2=O)c1	-0.6	-1%	-5%	1%	-12%	-2	i	-7
COc1ccc(CCNC(=O)c2cc(C3CC3)on2)cc1OC	-1.7	-3%	-6%	0%	-35%[inhibitor]	14	i	12
O=C(CN1C(=O)COc2ccccc21)Nc1ccccc1F	0.9	12%	3%	u	-18%	0	i	8
COc1ccccc1Oc1ncnc2sccc12	0.7	-14%	-2%	1%	-1%	1	i	1
COc1cccc(N2CCN(c3ccc4nnc(CCC(=O)Nc5ccc(F)cc5)n4n3)CC2)c1	-2.0	12%	6%	2%	3%	-9	i	0
CC(=O)OC(C)C1C2=C(C(=O)CC1(C)O)C(=O)c1c(ccc(-c3ccc4c(c3O)C(=O)C3=C(C4=O)C(C(C)OC(C)=O)C(C)(O)CC3=O)c1O)C2=O (stereo not given)	-5.5	-10%	-4%	x	-20%	6	i	8

Single records, from the list above.
Listed for COc1cccc(N2CCN(c3ccc4nnc(CCC(=O)Nc5ccc(F)cc5)n4n3)CC2)c1 = CCT modulator: -2.0; EPAC2 antagonist: 12%; EPAC2 ag: 6%; MmCpn inh: 2%; PTHR1 agonist: 3%; DRD3 agonist: -9; pAkt inh: i; DRD3 antagonist: 0
Listed for CC(=O)OC(C)C1C2=C(C(=O)CC1(C)O)C(=O)c1c(ccc(-c3ccc4c(c3O)C(=O)C3=C(C4=O)C(C(C)OC(C)=O)C(C)(O)CC3=O)c1O)C2=O (stereo not given) = CCT modulator: -5.5; EPAC2 antagonist: -10%; EPAC2 ag: -4%; MmCpn inh: x; PTHR1 agonist: -20%; DRD3 agonist: 6; pAkt inh: i; DRD3 antagonist: 8

Continuation:
SMILES	CCT modulator	EPAC2 antagonist	EPAC2 ag	MmCpn inh	PTHR1 agonist	DRD3 agonist	pAkt inh	DRD3 antagonist
CC(OC(=O)c1cccc(NS(C)(=O)=O)c1)C(=O)Nc1ccc2c(c1)OCO2 (stereo not given)	-0.6	-2%	6%	1%	-18%	-9	i	-8
Cc1nnc2c(NC(C)C)nc3ccccc3n12	-0.6	7%	-1%	0%	-14%[57.5 µM]	2	i	66
COc1ccc(C)cc1N(C(=O)c1snc(C(N)=O)c1N)C(C(=O)NC1CCCCC1)c1ccc(C)o1 (stereo not given)	1.0	u	5%	-5%	i	-11	i	-4
COc1ccc(N2CCN(CCNC(=O)Nc3ccc(C)c(Cl)c3)CC2)cc1	1.6	3%	-1%	2%	-64%[inhibitor]	-4	i	u
COc1ccc(CCNC(=O)c2cc(-c3ccccc3OC)on2)cc1OC	-0.2	2%	13%	-11%	-24%	2	i	-16
O=C(Nc1ccc(F)cc1)N(Cc1nnc2n1CCCCC2)c1ccccc1	-3.8	6%	4%	-1%	4%[57.5 µM]	9	i	-20
CC(C)CN(C(=O)COC(=O)/C=C/c1ccccc1)C1CCS(=O)(=O)C1 (stereo not given)	0.6	-7%	2%	-2%	-18%	-2	i	14
CCOC(=O)N1CCC(NC(=O)C2CCC(Cn3c(=O)[nH]c4ccccc4c3=O)CC2)CC1 (stereo not given)	-0.3	0%	-4%	x	-7%	-4	i	16
COc1cccc2[nH]c3c(=O)n(CCN(C)C)cnc3c12	-2.7	4%	11%	0%	i	4	i	20
CC1(C(=O)NS(=O)(=O)C2CC2)CCCN(C(=O)COc2ccc(Cl)cc2Cl)C1 (stereo not given)	-2.0	12%	7%	x	-16%	-9	i	0
NC(=O)[C@H]1CC2(CC(c3cccc(NC(=O)COc4ccc(Cl)cc4)c3)=NO2)CN1C(=O)C(c1ccccc1)c1ccccc1 (stereo not given in full)	-1.0	-16%	13%	-3%	-15%	-43	i	-16
CC(C)(C)[C@H]1COC(=O)[C@@H](NC(=O)OCC2c3ccccc3-c3ccccc32)C/C=C\C[C@@H](CC(=O)N[C@@H](CO)Cc2ccccc2)C(=O)N1	0.0	-15%	0%	-4%	-16%	1	i	0
CC(=O)O/N=C/c1c(Cl)n(C)c2ccccc12	-2.4	-14%	7%	1%	-1%	-6	i	u
